TAG inh = inhibitors of triacylglycerol accumulation, primary screen, cell-based, uHTS, fluorescence, H9c2; AID 651582, 2012; inhibition, % at 12.5 µM; 0.66% of 230,000 active; H9c2 cells, Nile Red lipid (TAG) fluorescence; cells loaded with 200 µM oleic acid;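 active means pattern-corrected inhibition of lipid staining of at least 50% with the nuclear-stain viability signal not falling by more than 50%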;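 further: 0% = DMSO wells and 100% = triacsin C control wells; some results filed as inactive read as strong as hits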
TAG inh DAPI viability = also measured in TAG inh; calls as there; DAPI nuclei signal change (viability), lower = more cytotoxic, %;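 whole-well DAPI fluorescence read on a plate reader as a viability signal; minus 50 percent equals half of cells still viable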
* = called active by the depositor. This is a subset, so the mix of outcomes need not match the whole.

molecule	TAG inh DAPI viability	TAG inh
CC1CN(CC(=O)Nc2cccc(C(=O)Nc3cccc(C(F)(F)F)c3)c2)CC(C)O1 (stereo not given)	3	14
CCC(C)c1ccc(S(=O)(=O)N2CC(=O)Nc3ccccc32)cc1 (stereo not given)	-5	13
O=C(NCC1CCCO1)c1cc2ccccc2nc1Cl (stereo not given)	-7	12
COc1ccc(-c2cc(C(F)F)n3ncc(C(=O)Nc4ccc(C(=O)N5CCOCC5)cc4)c3n2)cc1	-8	45
CC(=O)c1ccc(OCCCC(=O)N2CCN(S(=O)(=O)c3cc(C)ccc3C)CC2)cc1	-2	-15
COc1ccccc1N=Cc1c(C)c(C#N)c2[nH]c3ccccc3n2c1=O	-9	3
CC(C)c1ccccc1-n1c(SCC(=O)c2ccc3c(c2)NC(=O)CO3)nc2ccccc2c1=O	3	35
O=C(c1ccc(CNc2c(NC3CCCCC3)c(=O)c2=O)cc1)N1CCc2ccccc21	-3	-4
COC(=O)c1cc(S(=O)(=O)Nc2cccc(C)c2C)cn1C	-11	8
COCCOc1ccc(C(F)(F)F)cc1NC(=O)COC(=O)c1ccc(N2CCCC2=O)cc1	-4	4
CCN(C(=O)c1ccc(S(=O)(=O)N2CCCCC2)cc1)C1CCS(=O)(=O)C1 (stereo not given)	6	7
COc1ccc(OC)c(COC(=O)c2cc([N+](=O)[O-])ccc2N2CCOCC2)c1	-6	-9

3 entries from above, sorted by formula weight, low to high.
molecule	TAG inh DAPI viability	TAG inh
COc1ccc(OC)c(COC(=O)c2cc([N+](=O)[O-])ccc2N2CCOCC2)c1	-6	-9
CC(=O)c1ccc(OCCCC(=O)N2CCN(S(=O)(=O)c3cc(C)ccc3C)CC2)cc1	-2	-15
CC(C)c1ccccc1-n1c(SCC(=O)c2ccc3c(c2)NC(=O)CO3)nc2ccccc2c1=O	3	35

Additional records:
molecule	TAG inh DAPI viability	TAG inh
CC(=O)Nc1ccc(NC(=O)CSC2=NS(=O)(=O)c3ccccc3N2)cc1	0	12
COc1ccc(NC(=O)c2cc(S(=O)(=O)N3CCCCC3)c[nH]2)c(OC)c1	3	-18
O=C(COc1ccc(Cl)cc1Cl)Nc1nnc(C2=COCCO2)o1	2	-1
COc1cc(C(=O)COC(=O)c2cccs2)cc(OC)c1OC	0	11
O=C(O)CCNC(=O)c1ccccc1	-6	0
CCOC(=O)c1[nH]c(CSc2nnc(-c3ccc(OC)cc3)o2)c(C(=O)OCC)c1C	7	29
COc1cccc(COc2cc3ccccc3nc2C)c1	-4	-92
CCS(=O)(=O)c1ccc2oc(SCC(=O)NCCc3ccccc3)nc2c1	3	-8
O=C(Cc1cccc(NC(=O)C2CCCN(C(=O)C3CCCC3)C2)c1)Nc1ccc(C(=O)N2CCOCC2)cc1 (stereo not given)	-5	33
Cc1ccc(C(=O)OCC(=O)Nc2cc(S(C)(=O)=O)ccc2Cl)cc1S(=O)(=O)N1CCCCC1	11	0
O=[N+]([O-])c1cccc(C=NNc2ccc3ccccc3n2)c1O	-19	32
O=S(=O)(CS(=O)(=O)c1ccccc1)c1ccccc1	-10	-1
COc1ccccc1N1CCN(C2CCCN(C(=O)c3ccnc4ccc(C)cc34)C2)CC1 (stereo not given)	5	1
COc1ccc(NC(=O)N(C)C[C@H]2Oc3ccc(NC(=O)Nc4c(C)noc4C)cc3C(=O)N([C@H](C)CO)C[C@@H]2C)cc1	2	2
O=C(Cc1ccc(NC(=O)C2CCCN(C(=O)C3CCCCC3)C2)cc1)Nc1cccc(C(=O)N2CCCCC2)c1 (stereo not given)	-4	-5
O=C1/C(=N\S(=O)(=O)c2cccs2)C([n+]2ccc(CCCc3ccccc3)cc2)=C([O-])c2ccccc21	-3	16
CC(C)CC(NC(=O)OCc1ccccc1)C(=O)NC(Cc1ccccc1)C(=O)CCl (stereo not given)	-4	30
CCN(CC)C(NC(=O)c1ccccc1)C(=O)c1ccccc1 (stereo not given)	4	7
COc1ccc(CNC(=O)c2sc(=O)n(Cc3cc(Cl)ccc3OC)c2C)cc1	-13	-4
CC(CC(=O)O)CC(=O)Nc1cc(C(F)(F)F)cc(C(F)(F)F)c1 (stereo not given)	-4	-8
CN(CCc1ccccn1)C(=O)CCC1CCCN(C(=O)c2cccc(N(C)C)c2)C1 (stereo not given)	-2	14
CN(CCc1ccccc1)C(=O)c1ccc(NC(=O)Cc2cccc(NC(=O)C3CCN(C(=O)C4CC4)CC3)c2)cc1	-11	46
C=CCC[C@@H](Cc1ccc(F)cc1)C(=O)OC[C@@H]1CCCN1C(=O)[C@@H](CC=C)CC(=O)N[C@@H](CO)Cc1ccccc1	-10	28
CCCCc1c(C)nn(-c2nnc3c4ccccc4n(C)c3n2)c1C	-6	11
CCN(CC)S(=O)(=O)c1ccc(OC)c(NC(=O)c2ccc(-n3cncn3)c([N+](=O)[O-])c2)c1	-7	13
CN(CC(=O)Nc1cc(Cl)ccc1-n1cncn1)Cc1ccccc1N1CCOCC1	-20	19
CCN(CC)S(=O)(=O)c1ccc(OC)c(NC(=O)/C=C/c2ccco2)c1	-7	1
COc1cc(C#N)ccc1OCC(=O)Nc1cccc(S(=O)(=O)N(C)c2ccccc2)c1	8	-3
CCN1CCN(C(=O)c2cc3c(=O)n(C)c4ccccc4c3n2C)CC1	-8	14
O=C(COC(=O)C12CC3CC(CC(O)(C3)C1)C2)Nc1ccc(OC(F)F)cc1	-3	-6
CC(OC(=O)/C=C/c1ccccc1)C(=O)Nc1ccc2c(c1)OCCO2 (stereo not given)	1	-3
CC(=O)Nc1ccc(S(=O)(=O)N(C)CC(=O)Nc2ccc(Br)cc2F)cc1	5	1
N#Cc1ccc(C23CC4(C2)[C@H](CN(Cc2ccc(-c5ccccc5)cc2)[C@@H]4c2ccccc2)C3c2ccc(Cl)nc2)cc1 (stereo not given in full)	-5	15
CCn1c2ccccc2c2nnc(SCc3ccccc3)nc21	2	-81
CCCCn1nc2cc(C(=O)NCc3cc(C(F)(F)F)cc(C(F)(F)F)c3)ccc2c1OC	3	14
CN1CCN(C(CNC(=O)C(=O)Nc2ccc3c(c2)OCCO3)c2ccc(F)cc2)CC1 (stereo not given)	10	8
Cc1cc(C(C)(C)C)cc(S(=O)(=O)NCC(=O)O)c1C	-3	7
O=C(O)c1cc(-c2ccco2)nn1-c1ccc(Cl)cc1	3	-2
CSc1ccc(Cl)c(C(=O)N2CCOc3ccccc32)c1	-2	-2
C[C@H]1CN([C@@H](C)CO)C(=O)CCCn2nncc2CO[C@@H]1CN(C)C(=O)NC1CCCCC1	2	-16
CC1(C)CC(=O)C(C(C2=C(O)CC(C)(C)CC2=O)c2ccco2)C(=O)C1 (stereo not given)	-1	6
CCCN1C(=O)C2(SC(NC(C)=O)=NN2C(C)=O)c2cc(C)ccc21 (stereo not given)	6	2
CCOCCCNC(=O)c1c(N)n(-c2ccc3c(c2)OCO3)c2nc3ccccc3nc12	3	8
OC(CNCC1CCCO1)Cn1c2ccc(Cl)cc2c2cc(Cl)ccc21 (stereo not given)	2	44
C=C(C)Cn1c(=O)c2c(nc3n2CCN3c2cccc(Cl)c2C)n(C)c1=O	-14	31
CC(C)CNS(=O)(=O)c1ccc(CCC(=O)N2CCC(C(N)=O)CC2)cc1	-5	-6
Cc1cccc(NCC(O)Cn2cnc3c2c(=O)n(C)c(=O)n3C)c1 (stereo not given)	12	-9
CNc1cncc(-c2cccc(C(=O)NCCN(C)C)c2)n1	-2	11
CC(C)(C)NS(=O)(=O)c1ccc(CCC(=O)N2CCCCC2)cc1	-3	8
Cc1ccc(-c2nc(SCC(=O)Nc3cc(C)on3)c3c(=O)n(C)c(=O)n(C)c3n2)cc1	-11	-9
Cc1ccccc1C(=O)NCC(C)NC(=O)c1ccccc1C (stereo not given)	2	-12
Cc1nc2cc(NS(=O)(=O)c3cccc(F)c3)ccc2s1	8	-6
CC(=O)Nc1sc2c(c1C(c1ccccc1)N1CCOCC1)CCCC2 (stereo not given)	0	-7
O=C(c1cccs1)N1CCN(S(=O)(=O)c2cccc(Cl)c2Cl)CC1	-8	-1
O=C(COC(=O)CCOc1ccccc1)Nc1cc(S(=O)(=O)N2CCCCC2)ccc1Cl	-6	-1
CCCCn1c(SCC(N)=O)nc2sc3c(c2c1=O)CCC3	-3	3
CC1(c2nnc(-c3ccc(F)cc3)o2)CC(c2ccc([N+](=O)[O-])cc2)=NO1 (stereo not given)	-1	-7
O=C(CSCc1ccccc1)N1CCN(Cc2ccc3c(c2)OCO3)CC1	4	-24
COc1ccc(Cn2nnnc2C(C(C)C)N2CCN(c3ccccc3OC)CC2)cc1 (stereo not given)	-2	3
CCCN(CC(=O)Nc1ccccc1C)C(=O)c1ccc(S(=O)(=O)N2CCCC2)cc1	-3	-13

Shown as labelled records: entries from further up
CC(CC(=O)O)CC(=O)Nc1cc(C(F)(F)F)cc(C(F)(F)F)c1 (stereo not given)
  TAG inh DAPI viability: -4 | TAG inh: -8

CCC(C)c1ccc(S(=O)(=O)N2CC(=O)Nc3ccccc32)cc1 (stereo not given)
  TAG inh DAPI viability: -5 | TAG inh: 13

CCOCCCNC(=O)c1c(N)n(-c2ccc3c(c2)OCO3)c2nc3ccccc3nc12
  TAG inh DAPI viability: 3 | TAG inh: 8

CCN(CC)S(=O)(=O)c1ccc(OC)c(NC(=O)c2ccc(-n3cncn3)c([N+](=O)[O-])c2)c1
  TAG inh DAPI viability: -7 | TAG inh: 13

Going on with the list.
molecule	TAG inh DAPI viability	TAG inh
CCOc1ccc(Br)cc1S(=O)(=O)N1CCC(C(N)=O)CC1	1	-3
CCCCCC(=O)Nc1cccc(C2=NOC3(C2)C[C@H](C(N)=O)N(C(=O)CC)C3)c1 (stereo not given in full)	-9	18
C1CCN(CC2CCCCN2)CC1 (stereo not given)	12	10
O=C(NN1CCOCC1)c1cccc(F)c1	6	-13
O=C(CCSc1nnc(-c2ccncc2)o1)Nc1ccccc1	1	24
COc1cc(C(c2sc3nc(C)nn3c2O)N2CCc3ccccc3C2)cc(OC)c1OC (stereo not given)	-1	0
Cc1ccc(S(=O)(=O)c2c(C)nn(C(C)(C)C)c2OC(=O)c2ccco2)cc1	2	-2
CCCCNc1nc2c(c(=O)[nH]c(=O)n2C)n1CCCc1ccccc1	4	-5
Cc1ccccc1C(=O)NCc1nnc(SCC(=O)N2CCN(c3ccccc3)CC2)n1C	-2	-6
COc1ccc(N2CCN(S(=O)(=O)c3cc4c(cc3C)NC(=O)CO4)CC2)cc1	-13	2
Nc1nc(CN2CCN(C(c3ccccc3)c3ccccc3)CC2)nc(Nc2ccccc2)n1	9	7
COc1ccc(-c2nsc(SCC(=O)Nc3cc(C)on3)n2)cc1	4	2
C[C@H](CO)NC(=O)[C@H](C)[C@@H]1C[C@@]1(C)[C@@H](NC(=O)OCc1ccccc1)c1ccccc1	2	-10
COc1ccc(-c2cn(CCc3c[nH]c4ccccc34)nn2)cc1	1	-41
CCc1cc(/C(Cc2cscn2)=N\O)c(O)cc1O	-6	-5
Nc1c(C(=O)Nc2ccc3c(c2)OCCO3)nnn1Cc1ccccc1	0	0
CCCNC(=O)C1(C)CCCN(Cc2cccc(Oc3ccccc3)c2)C1 (stereo not given)	3	-14
CSc1ncc(Cl)c(C(=O)Nc2ccc(S(=O)(=O)Nc3nccc(C)n3)cc2)n1	-1	7
C#CCOCCOCCOCCNc1nc(N2CCOCC2)nc(N2CCN(C(=O)[C@H]([C@@H](C)CC)n3cc([C@@H](N)Cc4ccc(O)cc4)nn3)CC2)n1	-36	44
Cc1ccc(C)c2c1cc(C)c1nnc(SCC(=O)NCc3ccc4c(c3)OCO4)n12	0	-20
O=C(CCc1nnc(COc2ccccc2)o1)NCCc1cccs1	2	-6
CCOC(=O)[C@@H](CCc1ccccc1)N[C@H](C)C(=O)N1[C@H](C(=O)O)C[C@@H]2CCC[C@@H]21	-7	4
COc1cc(F)ccc1-c1cc(C(=O)NCc2cccs2)[nH]n1	6	-15
CCOc1ccc(-n2c(SCC(=O)Nc3ccc(Br)cc3)nc3n[nH]c(C)c3c2=N)cc1	-12	11
Cc1c(S(=O)(=O)N2CCN(c3cccc(Cl)c3)CC2)c(=O)n(C)c(=O)n1C	-4	3
O=C(Nc1ccc(F)cc1)c1cc(-c2ccccc2)no1	2	-11
OC(c1ccccc1)C(NCCNCc1ccccc1)c1ccccc1 (stereo not given)	14	-14
Cc1cc(C(c2ccc(C)o2)c2ccc(C)o2)c(O)c([N+](=O)[O-])c1	7	9
COc1cccc(NC(=O)C(c2ccccc2)N2CCCC2)c1 (stereo not given)	5	-16
O=C(NCCc1ccccc1)C(=O)Nc1ccc2c(c1)OCCO2	-3	-1
COc1ccccc1N=C(C)C1=C(O)CSC1=O	-19	36
CC[C@]12c3[nH]c4ccccc4c3CCN1C(=O)C(CC(=O)NCCC1=CCCCC1)C[C@@H]2C(=O)N1CCN(C(=O)C2CC2)CC1 (stereo not given in full)	-6	1
CC(C)(C)OC(=O)NCCCC[C@H](NC(=O)c1nc[nH]c1C(=O)N1CCN(C(=O)OC(C)(C)C)CC1)C(=O)OC(C)(C)C	-12	-15
O=C(c1nc2ccc(Cl)cn2c1CN1CCC(CO)CC1)N1CCc2ccccc2C1	0	-2
CC(C)(C)N(Cc1ccccc1)C(=O)COC(=O)Cn1[nH]c(=O)c2ccccc2c1=O	-8	11
CC(=Nc1cc(C(=O)c2ccccc2)ccc1N)C1=C(O)CC(C)(C)CC1=O	7	-7
O=C(O)CC(Sc1n[nH]c(=S)s1)C(=O)O (stereo not given)	-1	-2

Assay outcomes (PubChem BioAssay)
